Compound activity from PubChem.
FLuc modulator: inhibits or activates purified firefly luciferase, miR-21 counter-screen; P08659; purified FLuc, Km substrates, luminescence inhibition; Potency, µM (top dose mostly 57.5 µM), for the others: at the highest dose activity change, negative = inhibition, hits mostly inhibitors; hit rate 6.9% among 360,000; AID 588342; active = well fitted inhibition curve with a large enough effect; inconclusive = small, poorly fitted or top-dose-only effect;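 note: plate controls were vehicle for no effect and reference inhibitor for full effect; nearly all actives have a fitted effect of over 55% in size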
Target sequence (P08659 whole entry, looked up): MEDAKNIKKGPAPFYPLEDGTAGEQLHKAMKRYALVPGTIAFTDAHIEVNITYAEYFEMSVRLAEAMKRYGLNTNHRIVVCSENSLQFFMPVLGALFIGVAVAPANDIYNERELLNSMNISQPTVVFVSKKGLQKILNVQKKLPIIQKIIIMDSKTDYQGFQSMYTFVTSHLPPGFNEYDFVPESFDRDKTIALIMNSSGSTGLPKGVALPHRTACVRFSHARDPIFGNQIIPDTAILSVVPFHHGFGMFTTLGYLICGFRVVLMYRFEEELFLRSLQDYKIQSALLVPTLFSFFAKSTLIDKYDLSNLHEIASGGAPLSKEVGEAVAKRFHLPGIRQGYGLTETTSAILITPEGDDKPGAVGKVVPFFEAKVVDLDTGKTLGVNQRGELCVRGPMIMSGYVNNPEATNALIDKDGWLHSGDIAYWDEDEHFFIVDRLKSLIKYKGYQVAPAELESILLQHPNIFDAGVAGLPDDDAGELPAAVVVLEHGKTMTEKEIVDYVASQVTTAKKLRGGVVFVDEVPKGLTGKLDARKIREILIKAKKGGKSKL
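Biochemical qHTS of compounds, final roughly 60 µM downward over six points, against 10 nM purified firefly luciferase using Km concentrations of substrates (10 uM D-luciferin, 10 uM ATP) in Tris acetate pH 7.5 buffer; luminescence output.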
* marks the source's active call; other numbers are inactive results; u = inconclusive. Potency is the fitted concentration of half-maximal effect. This is a subset. The share of hits here may be higher or lower than overall.

SMILES	FLuc modulator
Cc1cccc(C(=O)Nc2ccc(S(=O)(=O)N3CCC(c4nc5ccccc5s4)CC3)cc2)c1	-0.9%
O=C(CCN1N=C(c2ccccc2)CCC1=O)NCCc1ccc(Cl)cc1	-8.2%
CC(C)c1ccc(NC(=O)Cn2cc(S(=O)(=O)N3CCN(c4ccccc4F)CC3)c3ccccc3c2=O)cc1	-0.7%
CCNC(=O)c1ccc(CSc2nc3cccnc3n2Cc2ccc(OC)cc2)cc1	21.3µM*
COc1cccc(-c2ccc(-c3noc(-c4ccccc4Br)n3)c(OC)n2)c1	u
Cc1ccc(NC(=O)CSc2nc3c(oc4ccccc43)c(=O)n2Cc2ccco2)cc1F	1.0%
COC(=O)c1sc(N2C(=O)c3oc4cc(C)c(C)cc4c(=O)c3C2c2ccccc2F)nc1C (centres undefined)	-1.5%
O=C(c1ccc2c(c1)OCO2)c1cn(Cc2ccc(F)cc2)c2ccccc2c1=O	-6.1%
Cc1cc(C)c(NC(=O)Cn2c(=O)n(Cc3ccco3)c(=O)c3ccc(C(=O)NC4CCCC4)cc32)c(C)c1	1.3%
Cc1ccc(NC(=O)C2CCCN(S(=O)(=O)c3c(C)n[nH]c3C)C2)cc1C (centres undefined)	1.7%
Cc1ccc(-c2nc3cccc(C)n3c2Nc2ccc3c(c2)OCO3)o1	u
COc1ccc(OC)c(NC(=O)c2noc3c2CCCC3)c1	u
CC(Oc1ccccc1)C(=O)Nc1ccc(C(=O)OCc2cc(=O)n3nc(C(C)C)sc3n2)cc1 (centres undefined)	-2.6%
Cc1cccc(Cn2nnc(C(=O)Nc3cc(C)ccc3C)c2N)c1	-9.1%
Cc1ccc(-c2cc(-c3coc4ccc(Cl)cc4c3=O)c3c(n2)-c2ccccc2OC3)cc1	-6.1%
CCc1nc2nc(C)cc(Nc3ccc(F)c(Cl)c3)n2n1	7.4%
CCOc1ccccc1CNCc1c(C(=O)O)c(C)n(Cc2ccc(Cl)cc2)c1C	1.7%
O=C(NCc1ccccc1Cl)C1CCCN(c2ncnc3onc(-c4ccc(F)cc4)c23)C1 (centres undefined)	-13.4%
Cc1ccc(NC(=O)CN2C(=O)CC(c3ccc(F)cc3)=Nc3ccccc32)cc1F	-6.2%
CCN1CCN(Cc2c(O)ccc3c(C)c(-c4ccccc4)c(=O)oc23)CC1	3.6%
Cc1ccc(N2CCN(S(=O)(=O)c3ccc4[nH]c5c(c4c3)CCCCC5)CC2)c(C)c1	-4.1%
COc1ccc(OC)c2sc(N(Cc3cccnc3)C(=O)c3ccc(C(C)=O)cc3)nc12	-13.8%
Clc1cccc(CNc2cc(-c3ccccc3)nc3nncn23)c1	-1.3%
Cc1ccc(N2CC(NC(=O)c3cc4ccccc4o3)CC2=O)cc1C (centres undefined)	1.2%

Pulled by structure from above (2):
SMILES	FLuc modulator
Clc1cccc(CNc2cc(-c3ccccc3)nc3nncn23)c1	-1.3%
CC(Oc1ccccc1)C(=O)Nc1ccc(C(=O)OCc2cc(=O)n3nc(C(C)C)sc3n2)cc1 (centres undefined)	-2.6%

Next section:
SMILES	FLuc modulator
O=C(C1CC1)N1CCN(c2nc3ccc(F)cc3s2)CC1	u
CCOC(=O)CSc1nc2cc3c(cc2c(=O)n1CCCCCC(=O)NCc1ccc2c(c1)OCO2)OCO3	-6.4%
CCOc1ccc(CCNC(=O)Cn2nc(CC)n3c(cc4ccccc43)c2=O)cc1	1.5%
CCOC(=O)c1ccc(NC(=O)c2c(-c3c(F)cccc3Cl)noc2C)cc1	3.8%
COc1ccc(S(=O)(=O)N(CC(=O)N2CCc3ccccc3C2)c2ccc(C)cc2)cc1	-12.8%
COc1ccc(OC)c(-c2nnc3n(CCc4ccccc4)c(=O)c4ccccc4n23)c1	-5.2%
CCNC(=O)c1c(NC(=O)c2cc(=O)c3ccc(C)c(C)c3o2)sc2c1CCCC2	-0.1%
CCCOc1ccc(C2CC(=O)Nc3c2c(=O)n(C)c(=O)n3C)cc1OC (centres undefined)	4.8%
CCOC(=O)c1ccc(NC2=CC(c3ccc(Br)cc3)N(c3ccc(C(=O)OCC)cc3)C2=O)cc1 (centres undefined)	-5.2%
COc1cccc(NC(=O)C2CCN(S(=O)(=O)c3c(C)noc3C)CC2)c1	5.8%
CC1CCN(S(=O)(=O)c2ccc3c(c2)N(CC(=O)NCc2ccccc2Cl)C(=O)CO3)CC1	-0.3%
O=C(Nc1cccc(F)c1)C1CCN(c2nc3ccccc3[nH]2)CC1	4.3%
O=c1c(S(=O)(=O)c2ccccc2)cn(Cc2cccc(F)c2)c2cc(N3CCCC3)c(F)cc12	-7.4%
Cc1ccc(-n2nc3c(N4CCCC(C(=O)NCc5ccc(Cl)cc5)C4)nnc(C)c3c2C)cc1 (centres undefined)	-14.7%
CC1=C(C(=O)OC2CCCCCC2)C(c2cccc(F)c2F)CC(=O)N1 (centres undefined)	-5.1%
COc1ccccc1CNC(=O)Cn1ncc2c(C)n(Cc3ccccc3Cl)c(C)c2c1=O	-17.3%
Cc1ccc2c(c1)c1c(c(=O)n(Cc3ccccc3)c(=O)n1Cc1ccccc1F)n2C	-5.9%
CCOC(=O)c1c(C)oc2ccc(N(C(=O)Oc3ccccc3)S(=O)(=O)c3ccccc3)cc12	-0.6%
COc1ccc2cc(CNc3ccc(OC)c(OC)c3)c(=O)n(CC(=O)Nc3ccc(C)cc3)c2c1	2.9%
CCC(CC)C(=O)Nc1ccc2nc(SCC(=O)N3CCc4ccccc43)sc2c1	-1.6%
Cc1oc2ccc(O)c(CN(C)Cc3ccccc3)c2c1C(=O)Nc1cccc(C(F)(F)F)c1	4.6%
CCOc1ccc(NC(=O)Cn2c(=O)n(-c3cccc(OC)c3)c(=O)c3c4c(sc32)CCCC4)cc1	2.7%
Cc1ccc(Nc2nc(C)cc(C)n2)c(C(=O)O)c1	u
O=C(c1ccccc1)c1ccc2nc(N3CCN(c4ccccc4)CC3)c3nncn3c2c1	2.0%
Cc1ccc2nc(Cl)c3cc(C(=O)N4CCCCC4C)sc3c2c1 (centres undefined)	-12.1%
CSc1ccc(CCNC(=O)C2CCCN(S(=O)(=O)N(C)c3ccc(F)cc3)C2)cc1 (centres undefined)	-14.7%
Fc1ccc(N2CCN(c3ncnc4c3nc3n4CCCCC3)CC2)cc1	-4.5%
CCN(CC)c1ccc(C(=O)NCc2ccc3c(c2)CCN3C(=O)c2cccc(C)c2)cc1	-1.6%
CCN(CC)S(=O)(=O)c1ccc2oc(C(=O)Nc3ccc(Br)cc3F)c(C)c2c1	-0.4%
Cc1ccccc1Oc1nc2ccccn2c(=O)c1/C=C(\C#N)c1nc2ccccc2[nH]1	3.4%
Cc1ccc(CNC(=O)c2cc(C3CC3)nc3c2c(C)nn3-c2cccc(Cl)c2C)cc1	0.2%
CC(=O)c1ccc(NC(=O)CSc2nnc3ccc(-c4ccc(F)cc4)nn23)cc1	-1.0%
COc1ccc(C(=O)c2cn(Cc3ccccc3OC)c3cc4c(cc3c2=O)OCO4)cc1	-1.5%
Cc1ccc2nc(-c3c[nH]c4ccccc34)c(Nc3ccccc3)n2c1	-10.7%
O=C(NCc1ccccc1F)c1ccc(CN2CC(=O)N3CCCCC3C2=O)cc1 (centres undefined)	-1.5%
CN(CC(=O)Nc1cccc(Cl)c1)S(=O)(=O)c1ccc2[nH]c3c(c2c1)CCCC3	2.0%
CCCCCN1C(C(=O)c2ccccc2)=C(OC(=O)CC)c2ccccc2S1(=O)=O	-9.9%
Cc1cc(C)cc(-n2ccnc2SCC(=O)Nc2ccccc2F)c1	-0.4%
COc1ccc(Nc2cc(C)c3cc(NC(=O)COc4cccc(C)c4)ccc3n2)cc1	-2.1%
Cc1cccc(C)c1NC(=O)c1c(C)oc2c1C1=NCCN1C=N2	0.2%
COc1ccc(S(=O)(=O)NCCc2csc3nc(-c4ccc(OC)c(OC)c4)nn23)cc1C	-14.5%
O=[N+]([O-])c1ccc(C(c2sc3nc(-c4ccco4)nn3c2O)N2CCN(Cc3ccccc3)CC2)cc1 (centres undefined)	u
Cc1cccc(C)c1OCC(=O)Nc1c(C(=O)c2ccc(Br)cc2)oc2ccccc12	3.0%
CCc1ccc(NC(=O)C(=O)NCCc2csc(-c3ccc(C(F)(F)F)cc3)n2)cc1	0.1%
COCCCNC(=O)Cn1c(=O)n(-c2ccc(Cl)cc2)c(=O)c2c3c(sc21)CCCCC3	1.8%
CCc1ccccc1NC(=O)C1CCN(C(=O)N2CC(C)Oc3ccc(Cl)cc32)CC1 (centres undefined)	0.2%
Cc1ccc(C)c(N2CCN(C(=O)c3cc(S(=O)(=O)N4CCCCC4)cn3C)CC2)c1	-4.8%
Cc1ccc(C(=O)NCC(c2cccs2)S(=O)(=O)c2ccccc2)cc1C (centres undefined)	-10.5%
CCc1ccc(NC(=O)Nc2ccccc2OCc2cc(=O)n3ccccc3n2)cc1	0.213µM*
Cc1ccc(NC(=O)Cn2cnc3onc(-c4ccc(F)cc4)c3c2=O)c(Cl)c1	1.0%
CC(=O)c1cccc(NC(=O)N2CCC(CN3CCCCC3)CC2)c1	-4.3%
COc1ccc(CNC(=O)CCc2c(C)nc3nc(CNC(=O)OC(C)(C)C)nn3c2C)cc1	-4.3%
CCc1ccc(CNC(=O)CN2C(=O)c3cccnc3Oc3ccc(C)cc32)cc1	-10.9%
CCOC(=O)CN1C(C(=O)c2ccccc2)=C(OC(=O)c2ccccc2)c2ccccc2S1(=O)=O	0.5%
O=c1c(=O)n(-c2cccc(Cl)c2)ccn1Cc1cccc(F)c1	-16.1%
O=C(Nc1ccccc1F)c1oc2ccccc2c1NC(=O)c1c(F)cccc1F	-9.8%
CCc1ccccc1NC(=O)Nc1ccc2snnc2c1	u
Cc1cccc(CNC(=O)C2CCN(c3nc4ccc(Cl)cc4[nH]3)CC2)c1	u
COc1cccc(NC(=O)CSc2nc(O)c(C/C=C/c3ccccc3)c(=O)[nH]2)c1	u
COc1cc2c(=O)c(S(=O)(=O)c3ccc(F)cc3)cn(Cc3ccccc3C)c2cc1OC	0.7%

In a second layout: results already given
molecule | FLuc modulator
COc1cc2c(=O)c(S(=O)(=O)c3ccc(F)cc3)cn(Cc3ccccc3C)c2cc1OC | 0.7%
O=c1c(=O)n(-c2cccc(Cl)c2)ccn1Cc1cccc(F)c1 | -16.1%
CCc1ccc(CNC(=O)CN2C(=O)c3cccnc3Oc3ccc(C)cc32)cc1 | -10.9%
COc1ccc(CNC(=O)CCc2c(C)nc3nc(CNC(=O)OC(C)(C)C)nn3c2C)cc1 | -4.3%
CC(=O)c1cccc(NC(=O)N2CCC(CN3CCCCC3)CC2)c1 | -4.3%
CCOC(=O)CN1C(C(=O)c2ccccc2)=C(OC(=O)c2ccccc2)c2ccccc2S1(=O)=O | 0.5%

Back to the main list with the 3 entries that preceded the break.
SMILES	FLuc modulator
Cc1cccc(CNC(=O)C2CCN(c3nc4ccc(Cl)cc4[nH]3)CC2)c1	u
COc1cccc(NC(=O)CSc2nc(O)c(C/C=C/c3ccccc3)c(=O)[nH]2)c1	u
COc1cc2c(=O)c(S(=O)(=O)c3ccc(F)cc3)cn(Cc3ccccc3C)c2cc1OC	0.7%
Cc1ccccc1CN1CCCN(CC(=O)Nc2c(C)cccc2C)S1(=O)=O	-0.5%
Cc1ccc(S(=O)(=O)Nc2ccc(-c3ccc(N4CCCCCC4)nn3)cc2)c(C)c1	-19.1%
Cn1c(=O)c2c(-c3ccccc3)n3c(c2n(C)c1=O)C(c1ccc([N+](=O)[O-])cc1)Nc1ccccc1-3 (centres undefined)	-4.5%
CCN(CC)c1ccc(C2C(C(N)=O)=C(C)Nc3nc(SCc4ccccc4)nn32)cc1 (centres undefined)	-0.2%
CC(=O)c1cc2c(cc1N/C(=N/S(=O)(=O)c1ccc(F)cc1)c1ccccc1)OCO2	-7.5%
COCCc1nn2c(=O)cc(COC(=O)c3ccccc3C)nc2s1	2.7%
CCC(C(=O)Nc1cc(OC)ccc1OC)n1c(C)c2cnn(-c3ccccc3)c(=O)c2c1C (centres undefined)	-6.1%
CCc1ccccc1N1C(=O)N(C)c2ccccc2S1(=O)=O	-6.2%
CCC1Sc2ccccc2N(CC(=O)NCc2ccc(C)cc2)C1=O (centres undefined)	-6.1%
CCCCN1C(=O)C(O)(CC(=O)c2ccc(CC)cc2)c2cc(Br)ccc21 (centres undefined)	-9.5%
CCC(C(=O)Nc1cccc(-c2cn3cccnc3n2)c1)c1ccccc1 (centres undefined)	u
COc1ccc(OC)c(NC(=O)Cn2c(=O)cc(-c3ccccc3)c3c(C)nn(C)c32)c1	-2.3%
O=C(CC1C(=O)N(c2ccc(F)cc2)C(=O)N1Cc1cccnc1)Nc1ccc(F)cc1 (centres undefined)	-5.7%
CC(=O)Nc1ccc(-c2cc(C(=O)O)c3c(-c4ccccc4)[nH]nc3n2)cc1	u
CCOc1cc(-c2ccc(OC(=O)c3ccc(Cl)cc3)c(OC)c2)cc(=O)c2c(C)oc(C)c12	-7.2%
CC(C)(C)NC(=O)C1CCN(c2nc3ccccc3nc2C(F)(F)F)CC1	-7.2%
CCOc1cc2c(cc1OCC)C(CC(=O)OC)N(C(=O)Nc1cc(C)cc(C)c1)CC2 (centres undefined)	0.5%
COc1ccc(C(c2c(O)cc(C)n(Cc3ccco3)c2=O)N2CCN(c3ccccc3)CC2)cc1 (centres undefined)	-19.6%
Cc1cccc(C(=O)N2CCc3cc(CNC(=O)Cc4ccc(F)cc4)ccc32)c1	-24.0%
O=S(=O)(NCCS(=O)(=O)N1CCN(c2ccccc2)CC1)c1ccc(Cl)cc1	0.1%
COc1nc(Oc2ccc(=O)n(-c3ccccc3)n2)nc(N(C)C)n1	-6.1%
Cc1cc(=O)n(Cc2c(F)cccc2Cl)c2c1c(C)nn2-c1cccc(F)c1	-0.3%
CC(C)c1ccc(NC(=O)CSC2=Nc3ccccc3C3=NC(CCC(=O)NC4CCCCC4)C(=O)N23)cc1 (centres undefined)	-0.2%
O=C(Cn1nnc2sc(-c3ccccc3)cc2c1=O)Nc1cccc(C(F)(F)F)c1	-14.3%
CCOc1ccccc1CN1CCN(S(=O)(=O)c2ccccc2)CC1	2.6%
